PfG6PD inh – PfG6PD enzyme inhibitors, primary screen, biochemical, fluorescence intensity, uHTS | PfGluPho enzyme, NADPH resazurin-diaphorase fluorescence | hit rate 0.78% among 350,000 | inhibition, % at 20 µM;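 active means inhibition reaching at least a set limit at 20 µM in the primary screen, cut at about 59% in these data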;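 further: 0% = DMSO wells with substrate and 100% = DMSO wells lacking glucose-6-phosphate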
HKDC1 inh – HKDC1 hexokinase inhibitors, primary screen, biochemical, fluorescence, uHTS; inhibition, % at 20 µM; recombinant HKDC1, G6PDH/diaphorase resazurin coupled fluorescence; AID 493160, 2011; hit rate 0.16% among 340,000; Q2TB90;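 active means inhibition above about 35% when tested at 20 µM, limit read from the data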;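 further: plate controls were DMSO wells with enzyme for no effect and DMSO wells lacking enzyme for full effect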
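Test system: recombinant HKDC1 (HK5) hexokinase enzyme, produced in-house; Amount: enzyme 5 µg/mL final; Buffer or medium: Tris pH 8.0 buffer with MgCl2, Tween-20, BSA, BME; Reagent: glucose and ATP substrates; Doses: 20 µM test compound, 1% DMSO; Incubation: 90 min reaction incubation at room temperature, dark; Detection: resorufin fluorescence at 613 nm.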
SENP6 block – SENP6 protease inhibitors, primary screen, biochemical, luminescence, uHTS; hit rate 1.8% among 330,000; Recombinant SENP6 catalytic domain, aminoluciferin luminescence; inhibition, % at 10 µM; Sentrin-specific protease 6 (Homo sapiens), Q9GZR1;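 active means inhibition above about 50% at the single tested dose, limit read from the data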;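 further: plate controls were DMSO wells with enzyme for no effect and DMSO wells lacking enzyme for full effect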
Target sequence (Q9GZR1 628-1112 limits assumed): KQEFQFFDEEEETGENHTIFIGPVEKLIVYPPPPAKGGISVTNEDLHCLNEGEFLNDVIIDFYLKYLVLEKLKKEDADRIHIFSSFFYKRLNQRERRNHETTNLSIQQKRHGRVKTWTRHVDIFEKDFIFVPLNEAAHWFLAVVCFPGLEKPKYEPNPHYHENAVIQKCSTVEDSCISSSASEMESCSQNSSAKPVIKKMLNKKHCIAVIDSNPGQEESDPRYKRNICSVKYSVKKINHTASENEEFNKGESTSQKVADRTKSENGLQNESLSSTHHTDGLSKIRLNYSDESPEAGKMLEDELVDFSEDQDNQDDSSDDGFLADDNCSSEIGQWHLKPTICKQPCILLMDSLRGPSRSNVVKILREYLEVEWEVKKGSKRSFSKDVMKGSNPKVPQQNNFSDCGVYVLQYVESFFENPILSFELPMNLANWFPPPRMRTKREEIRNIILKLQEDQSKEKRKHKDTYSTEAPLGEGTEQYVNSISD
SENP7 inh – SENP7 protease inhibitors, primary screen, biochemical, luminescence, uHTS; inhibition, % at 5 µM; AID 434973, 2010; recombinant SENP7, Z-RLRGG-aminoluciferin luminescence, 40 min; hit rate 1.5% among 330,000;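 active means inhibition above about 50% at the single test dose, limit read from the data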;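 further: plate controls were DMSO with enzyme for no effect and no enzyme buffer wells for full effect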
MPTP inh – mitochondrial permeability transition pore inhibitors, primary screen, biochemical, isolated mouse mitochondria, absorbance; inhibition, % at 10 µM; Ca2+ swelling absorbance, 30 min; hit rate 1.4% among 360,000;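 active means inhibition of 50% or more, scaled per plate between neutral and stimulator controls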;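 further: 0% = DMSO wells given calcium and 100% = 1 mM EGTA wells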
NR3A LBD binder – binders of NR3A ligand-binding domain, primary screen, biophysical, differential scanning fluorimetry, uHTS; Glutamate receptor ionotropic, NMDA 3A (GRIN3A) ligand-binding domain; NR3A LBD differential scanning fluorimetry, Tm shift; 0% = protein alone, 100% = glycine-bound protein; Tm shift relative to glycine control, % at 25 µM; hit rate 2.5% among 340,000;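 active means melting temperature shift of at least 10% of the positive control shift, at one fixed dose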
ATG4B inh – ATG4B protease inhibitors, primary screen, biochemical, fluorescence, uHTS; ATG4B cleavage of LC3-PLA2, NBD-HPC fluorescence, 1 h; inhibition, % at 8.33 µM; hit rate 0.51% among 340,000; AID 504462, 2011; in the data active means inhibition above about 40%
Target sequence (Q9Y4P1 whole entry, looked up): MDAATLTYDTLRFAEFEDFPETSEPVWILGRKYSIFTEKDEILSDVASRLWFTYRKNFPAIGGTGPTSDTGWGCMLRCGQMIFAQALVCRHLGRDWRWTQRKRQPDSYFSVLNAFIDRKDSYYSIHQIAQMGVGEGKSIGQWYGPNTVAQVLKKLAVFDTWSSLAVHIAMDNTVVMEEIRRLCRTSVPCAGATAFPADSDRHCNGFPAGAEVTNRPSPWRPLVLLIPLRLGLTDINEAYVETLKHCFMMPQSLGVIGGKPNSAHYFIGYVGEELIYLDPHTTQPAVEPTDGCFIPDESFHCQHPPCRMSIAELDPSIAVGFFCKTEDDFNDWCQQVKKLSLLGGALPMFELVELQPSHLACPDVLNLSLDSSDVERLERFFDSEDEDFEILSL
SENP8 block – human SENP8 protease inhibitors, primary screen, biochemical, fluorescence, Nedd8 protein substrate, uHTS. inhibition, % at 20 µM. hit rate 0.64% among 360,000. Sentrin-specific protease 8 (Homo sapiens), Q96LD8. recombinant SENP8. AID 602440, 2012; in the data active means inhibition mostly above about 40%, no sharp cut-off; inactive means mostly below about 27%
Target sequence (Q96LD8 whole entry, looked up): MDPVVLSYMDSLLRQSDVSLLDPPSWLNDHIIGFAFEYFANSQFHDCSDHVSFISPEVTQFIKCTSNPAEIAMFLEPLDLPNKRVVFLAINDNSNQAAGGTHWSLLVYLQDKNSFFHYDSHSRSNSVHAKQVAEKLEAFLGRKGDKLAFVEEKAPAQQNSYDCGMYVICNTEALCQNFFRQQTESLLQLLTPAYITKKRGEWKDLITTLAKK
* hit, by the source's call; · = no result given.

The opening 3 entries as a preview:
SMILES	PfG6PD inh	HKDC1 inh	SENP6 block	SENP7 inh	MPTP inh	NR3A LBD binder	ATG4B inh	SENP8 block
CCOC(=O)C(CCCCOc1ccc([N+](=O)[O-])cc1)C(=O)OCC	-4.3	-1.9	8.3	-5.3	-2.2	-1.4	4.6	10.6
COc1ccc2oc(C(=O)OC/C(O)=C(\C#N)c3nc4ccccc4[nH]3)c(C)c2c1	-18.2	-7.0	5.7	5.1	4.4	-1.2	-2.4	-99.1
O=C(NCCS(=O)(=O)N1CCN(c2ccccc2F)CC1)c1ccc2c(c1)OCO2	-7.8	0.2	-6.9	2.7	0.9	30.6*	-10.6	6.9

Main list, from the start:
SMILES	PfG6PD inh	HKDC1 inh	SENP6 block	SENP7 inh	MPTP inh	NR3A LBD binder	ATG4B inh	SENP8 block
CCOC(=O)C(CCCCOc1ccc([N+](=O)[O-])cc1)C(=O)OCC	-4.3	-1.9	8.3	-5.3	-2.2	-1.4	4.6	10.6
COc1ccc2oc(C(=O)OC/C(O)=C(\C#N)c3nc4ccccc4[nH]3)c(C)c2c1	-18.2	-7.0	5.7	5.1	4.4	-1.2	-2.4	-99.1
O=C(NCCS(=O)(=O)N1CCN(c2ccccc2F)CC1)c1ccc2c(c1)OCO2	-7.8	0.2	-6.9	2.7	0.9	30.6*	-10.6	6.9
C[N+](C)(CC#Cc1ccccc1)CC(=O)c1ccccc1	-5.5	4.5	-3.3	1.1	-1.4	-1.6	16.9	16.9
CC(NCc1ccc(S(N)(=O)=O)cc1)C(=O)Nc1ccc([N+](=O)[O-])cc1Cl (centres undefined)	8.7	-4.3	-4.4	-6.6	0.2	0.0	-2.5	12.6
Cn1ncc(Br)c1C(=O)N1CCc2ccccc21	-1.1	-6.6	-14.0	-6.5	-0.3	9.9	-5.3	11.7
O=C(NCCCN1CCCC1=O)c1cc2c(s1)CCCCC2	9.1	-2.3	4.9	-1.7	0.7	0.5	-5.0	5.8
O=C(CCS(=O)(=O)Cc1ccc(Cl)cc1)NCCc1ccccc1	-2.1	-5.3	1.9	9.3	1.1	0.6	-7.8	4.5
CC1=NNC(=O)C1CCC(=O)N/N=C/c1ccco1 (centres undefined)	-1.2	-5.5	3.8	1.9	0.5	2.2	-0.1	4.1
CCc1cccc(C)c1NC(=O)COC(=O)CSCc1ccccc1	9.9	-7.4	-2.3	1.4	-0.5	-1.1	1.9	-5.0
Cc1ccc(S(=O)(=O)N2CCC(C(=O)NCc3cccnc3)CC2)cc1	-8.2	10.7	-5.8	-5.4	-1.2	-4.7	6.4	9.5
CCCC(=O)Nc1cc2c3c(c1)CC(=O)N3CCC2	7.5	-2.1	13.9	1.7	-1.9	5.9	-3.1	4.5
COc1ccc(C(CCNCc2ccc(OC)c(OC)c2)c2ccc(F)cc2)cc1 (centres undefined)	3.6	-5.3	-27.6	2.7	1.8	1.2	-6.5	27.2
C=CC[C@H](CC(=O)NCCO)C(=O)N[C@H](C)COC(=O)[C@@H](CC=C)Cc1ccc(F)cc1	3.1	0.7	10.2	10.7	1.3	-0.9	-4.7	10.2
Cc1cc(=O)n2nc(N3CCC(C(=O)NCC(C)c4ccccc4)CC3)sc2n1 (centres undefined)	-9.2	-0.9	-4.7	1.9	0.5	10.5*	-7.8	11.6
CCc1noc(C)c1C(=O)OC(C)C(=O)NCc1ccc(OC)cc1 (centres undefined)	-2.7	-5.6	4.1	10.8	1.4	-0.2	-3.4	13.6
Cc1cc(C)c2c(N)c(C(=O)c3cccc(Cl)c3)sc2n1	1.4	2.4	-4.7	-6.4	1.1	-0.7	0.6	-0.9
COc1cccc(NC(=O)CN(c2ccccc2OC)S(=O)(=O)c2cccs2)c1	15.2	-2.3	4.1	-9.7	0.2	-2.2	1.1	16.3
Fc1ccc(CNc2nc(-c3cccnc3)nc3ccccc23)cc1	-7.2	1.5	-21.5	-5.7	-1.0	-15.5	-4.5	-51.1
Cc1ccc(S(=O)(=O)N2CCOCC2)cc1-c1n[nH]c(=S)n1-c1ccccc1	33.1	0.3	-9.2	2.3	-0.2	1.4	-2.7	3.4
COC(=O)c1cc(C)nc(Sc2ccccc2N)n1	58.9	0.6	-6.2	3.0	·	5.9	15.4	·
O=C(Nc1ccc(F)cc1F)c1cc(-c2ccco2)nc2ccccc12	24.8	-3.5	12.4	6.0	0.2	-2.2	3.8	-308.9
O=C(Cn1cnc2ccccc2c1=O)N1CCN(S(=O)(=O)c2ccc(F)cc2)CC1	-5.5	-0.4	-17.5	1.7	1.3	0.2	-7.1	-34.3
Cc1cc(NC(=O)COC(=O)C2=NN(c3ccccc3)C(=O)CC2)c([N+](=O)[O-])cc1C	-11.0	5.6	-19.5	-10.3	0.1	-1.2	-6.2	27.6
CCN(C(=O)CSc1ncccc1C(=O)O)C1CCCCC1	-20.0	-8.8	-1.8	-3.9	-1.0	-2.1	-6.6	-1.9
Other records:
SMILES	PfG6PD inh	HKDC1 inh	SENP6 block	SENP7 inh	MPTP inh	NR3A LBD binder	ATG4B inh	SENP8 block
CCc1ccc(OCC(=O)NCCN(C)C)c(Br)c1	-13.7	-6.6	-0.7	2.9	2.4	-1.0	2.1	28.0
COCCn1c(C)cc(C(=O)COC(=O)c2ccc[nH]c2=O)c1C	0.1	15.1	-20.8	2.6	-1.2	2.2	-7.7	12.7
Cc1ccc(C2=NN(C)c3nc4ccccc4n3C2)cc1	15.9	-1.6	-11.9	-6.2	-1.4	-0.9	4.9	-421.2
COc1ccc([C@@H]2[C@@H]3C(=O)N(C(C)(C)C)C(=O)[C@@H]3[C@]3(CC(C)C)C(=O)N(c4cccc(F)c4)C(=O)N23)cc1	12.9	-4.4	-14.7	16.6	0.1	-1.6	-0.5	8.4
O=C1Nc2cc(C(=O)NCCCN3CCCC3)ccc2S/C1=C/c1ccccc1F	26.4	7.9	-3.2	-1.6	-1.9	-4.8	11.4	-20.4
CCc1nnc(NS(=O)(=O)c2ccc(NC(=S)NC(=O)c3ccc(F)cc3)cc2)s1	-22.8	12.4	-1.5	2.5	0.9	-17.3	4.7	11.0
COc1ccccc1C(=O)NCCN1CCN(C(=O)c2ccccc2OC)CC1	-5.0	-0.8	-1.7	4.0	0.2	-3.3	-9.0	24.5
CCOc1cccc(/C=C/C(=O)O)c1	1.7	-5.5	-7.8	-9.0	-1.3	0.1	-12.7	-13.0
Cc1ccc(S(=O)(=O)N2[C@@H](c3ccc(Br)cc3)C(C(=O)O)=CC[C@H]2c2ccc3c(c2)OCO3)cc1	-10.2	3.7	0.4	6.7	1.2	2.1	-1.5	-8.4
Cc1ccc(-n2ncc3c(NNC(=O)c4cccs4)ncnc32)cc1	14.5	-7.4	8.7	-4.9	1.1	-6.5	-5.5	-15.9
CC(C)(C)C1=CC(=Nc2ccccc2N)C=C(C(C)(C)C)C1=O	22.7	11.5	-9.6	0.6	38.1	-21.6	1.7	36.3
CCOc1ccc(S(=O)(=O)NCc2ccncc2)cc1NC(=O)c1ccccc1F	-15.8	-0.3	-1.7	3.3	0.0	-0.4	-1.6	-192.2
Cc1cnn(C(=O)c2cc(-c3ccccn3)nc3ccc(Cl)cc23)c1	3.1	0.1	13.5	11.2	-0.6	-0.6	6.1	-46.9
COc1ccccc1N1CCN(Cc2c[nH]c3ccccc23)CC1	4.5	-3.4	11.2	2.0	3.5	-0.6	-3.0	21.2
Cc1cc2cc(CNC(=O)C(C)Oc3ccccc3)ccc2n1C (centres undefined)	13.5	-4.1	-3.8	-3.8	4.3	-0.5	-12.1	-37.5
CCCCCC(=O)N1CCN(c2ccc(C(C)=O)cc2F)CC1	8.6	-0.6	-10.0	-7.3	0.2	-1.5	-1.5	-21.0
COC(=O)c1cc(OC)c(OC)cc1NC(=O)CCC1CCCC1	5.5	-2.6	-9.7	0.6	0.0	1.4	-13.4	-479.6
CCOC(=O)c1nn(-c2ccc(OCC)cc2)c2nc(CC(C)C)c(C#N)c(=O)n12	-9.6	-4.1	-1.7	-5.7	1.5	-0.6	1.6	-282.9
COc1ccc(OC)c(NC(=O)Nc2ccccc2C)c1	7.3	-6.9	-4.6	-0.8	0.2	0.8	-15.9	32.6
Cc1nn(C(C)C(=O)NC(C)CCc2ccccc2)c(=O)c2cc3occc3n12 (centres undefined)	-20.7	-5.7	-2.3	5.5	0.6	-3.4	4.5	-10.5
Cc1c(C#N)c(O)[nH]c(=O)c1N=Nc1ccc(Cl)c(C(=O)O)c1	4.1	-1.1	-8.4	-8.8	-1.5	-0.5	-3.7	11.5
CC(=O)c1cccc(CN2CCCC(C(=O)Nc3cccc(-n4cccn4)c3)C2)c1 (centres undefined)	14.6	-7.6	1.1	-8.5	-1.4	10.0*	4.7	-10.4
COC(=O)c1ccc(N2CCCCC2)c(NC(=O)c2ccco2)c1	13.5	-0.1	-21.9	1.1	-0.7	-0.5	3.1	5.5
O=S(=O)(NCCSc1nc2ccccc2o1)c1ccccc1	-3.6	5.5	-13.6	-13.0	2.4	3.5	3.5	17.1
CCOC(=O)c1ccc(NS(=O)(=O)c2ccc3[nH]c(=O)[nH]c3c2)cc1	36.7	3.1	5.7	6.3	0.8	-4.2	-8.1	20.4
(cont.)
SMILES	PfG6PD inh	HKDC1 inh	SENP6 block	SENP7 inh	MPTP inh	NR3A LBD binder	ATG4B inh	SENP8 block
CCc1ccc(N(C(=O)c2csnn2)C(C(=O)NC2CCCC2)c2cccnc2)cc1 (centres undefined)	-20.9	-2.3	-1.5	-10.7	0.6	1.1	0.5	14.3
CC(=O)C1=C(C)NC(SCc2cccc([N+](=O)[O-])c2)=C(C#N)C1c1ccco1 (centres undefined)	6.5	2.6	-18.1	-0.6	-2.4	-3.3	0.7	27.2
O=C(NNC(=S)NCc1ccco1)C(c1ccccc1)c1ccccc1	19.4	-8.7	-19.6	-6.0	0.9	-0.7	-8.3	2.5
Cc1ccccc1-c1noc(C23CC4CC(CC(C4)C2)C3)n1	39.4	-0.6	2.2	-10.1	1.8	4.2	-5.1	8.9
CC(C)CC(=O)Nc1ccc(N2CCN(S(C)(=O)=O)CC2)cc1	1.2	4.4	-7.8	6.1	18.3	-7.1	-2.0	10.1
COc1ccc(NC(=O)Cn2nnc(C(=O)NCc3cccs3)c2N)cc1	-5.9	-6.5	-10.4	-5.2	0.2	-0.1	6.6	12.6
CCOC(=O)N/N=C/C(Cl)=C/c1ccccc1	-24.4	1.2	-19.4	5.2	1.7	0.2	-1.1	-5.0
CCN(CC)S(=O)(=O)c1ccc(N2CCOCC2)c(NC(=O)CN2C(=O)NC3(CCCC3)C2=O)c1	13.2	-1.3	·	·	1.1	1.2	-40.6	-2.4
Cc1nnsc1SC(C)C(=O)O (centres undefined)	3.6	0.6	13.0	-5.3	-0.7	0.0	-5.0	3.6
CCN(CC)S(=O)(=O)c1ccc(N2CCN(S(=O)(=O)c3ccc4c(c3)OCCO4)CC2)nc1	-14.5	-6.3	6.8	5.1	1.8	-0.7	-3.5	-16.8
CC(OC(=O)Cc1n[nH]c(=O)c2ccccc12)C(=O)Nc1cccc([N+](=O)[O-])c1 (centres undefined)	-4.1	4.2	13.5	11.2	-1.0	-0.5	-5.5	15.7
c1cc(OCCCN2CCCCC2)ccc1CN1CCCCC1	-7.1	-1.5	-17.0	1.8	-1.1	-3.0	4.6	12.0
CCCc1noc2c1/C(=N\O)CCC2	9.3	-1.5	4.5	4.1	-2.4	-3.3	-8.6	2.5
CCOCCOc1cccc(C(=O)NC(c2ccccc2)C(C)C)c1 (centres undefined)	-10.6	-6.1	14.0	4.8	0.5	0.4	-3.8	18.6
CN1CCN(C(=S)SCC(=O)N2CCCc3ccccc32)CC1	-8.5	-14.9	-16.5	10.7	0.6	0.5	3.4	13.3

This is a random part of the collection (roughly 6.9% active in at least one column).
